# Compound activity (PubChem BioAssay)
# E-sel TNF inh – E-selectin induction blockers in HUVEC – imaging, immunofluorescence, high content, primary screen. inhibition, % at 2 µM. HUVEC TNFa-induced E-selectin immunofluorescence. AID 1246, 2008. 120,000 compounds, 0.71% hits;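 active = inhibition above the batch mean plus 3 SD, and confirmed as a hit on visual image review, cut at about 43% in these data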;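 also: 0% = TNF-stimulated DMSO wells and 100% = unstimulated control wells; not every result past the cut was called active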
# Phagocyt inh – inhibitors of macrophage phagocytosis, primary screen, imaging, J774A.1 cells, IgG beads; J774A.1 macrophage IgG-bead phagocytosis; 110,000 compounds, 0.07% hits; inhibition, % at 5 µM;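 active = inhibition above the mean of the plate negative controls plus 5 SD, cut at about 13% in these data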;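 also: phagocytic index as fraction of beads internalized from green versus red external bead signal; plate controls were DMSO negative control for no effect and cytochalasin-D positive control for full effect; some results beyond the cut were filed as inactive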
# Yeast life ext – compounds extending yeast replicative lifespan, primary screen, S. cerevisiae, OD615; S. cerevisiae growth with nicotinamide; deaD strain in restrictive glucose medium; inhibition of the nicotinamide effect, % at 10 µM; 130,000 compounds, 0.68% hits;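 active = inhibition above a set limit, placed 3 SD over the median of all compounds, cut at about 26% in these data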;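 also: 0% = nicotinamide-treated wells and 100% = cells grown without nicotinamide; some compounds called inactive have numbers as strong as hits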
#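 assay system = DeaD-strain S. cerevisiae | buffer or medium = restrictive glucose medium | reagent = 1.5 mM nicotinamide | compound = 10 µM single point, 0.25% DMSO | incubation = 48 h compound exposure at 30 °C, humidified | signal = OD615 measurement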
# Yeast growth inh – growth inhibitors of yeast BB579 in restrictive medium, primary screen, yeast lifespan-shortening project, S. cerevisiae | OD615, 48 h | inhibition, % at 10 µM | 140,000 compounds, 0.51% hits | AID 804, 2007;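 active = inhibition above a set limit, 3 SD over the mean compound inhibition, cut at about 44% in these data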; also: inactives centre near -24
#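 controls = amphotericin B 10 µg/mL, positive | assay system = DeaD yeast strain BB579 | schedule = 48 h compound exposure at 30 °C after 4 h preincubation | detection = OD615 turbidity measurement | medium = restrictive CSMM-D medium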
# MRP1 act – H69AR viability gain despite doxorubicin, primary screen, MRP-1 activator project, H69AR cells, CellTiter-Glo. 140,000 compounds, 0.61% hits. AID 799, 2007. viability rescue. viability increase, % at 10 µM;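 active = viability gain under doxorubicin at or above a set limit, the compound median plus 3 SD, cut at about 4.7% in these data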;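 also: MRP-1 overexpressing cells given doxorubicin 25 µM after compound pretreatment; 18-22 h compound pretreatment then 72 h with doxorubicin before readout; 0% = doxorubicin-only wells and 100% = vehicle-treated cells without doxorubicin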
# NPY-Y2 antag – NPY-Y2 receptor antagonists, primary screen, cell-based; Neuropeptide Y receptor type 2 (Homo sapiens), P49146; NPY-Y2 expressing cells, antagonist mode; inhibition, % at 2.7 µM; 140,000 compounds, 0.99% hits; in the data active = inhibition above about 17%;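 also: 0% = vehicle with agonist challenge and 100% = reference antagonist with challenge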
# Target sequence (P49146 whole entry, looked up): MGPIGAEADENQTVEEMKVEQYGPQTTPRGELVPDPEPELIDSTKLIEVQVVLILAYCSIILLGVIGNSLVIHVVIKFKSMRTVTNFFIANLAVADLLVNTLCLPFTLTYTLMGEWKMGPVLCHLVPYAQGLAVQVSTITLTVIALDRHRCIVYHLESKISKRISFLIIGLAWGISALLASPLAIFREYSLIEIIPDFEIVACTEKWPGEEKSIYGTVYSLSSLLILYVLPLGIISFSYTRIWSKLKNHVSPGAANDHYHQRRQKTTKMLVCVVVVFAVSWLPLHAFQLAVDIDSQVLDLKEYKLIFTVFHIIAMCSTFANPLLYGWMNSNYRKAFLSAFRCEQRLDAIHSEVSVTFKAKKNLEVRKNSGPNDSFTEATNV
# HCT116 bCat-KO – primary screen for growth suppressors in beta-catenin knockout HCT116 cells (colon tumor, human); 140,000 compounds, 1.5% hits; viability, % at 10 µM; HCT116 beta-catenin knockout viability, CellTiter-Glo, 60 h; hits give low values;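 active = viability at or under a set limit, the compound median less 4 SD, cut at about 6% in these data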;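 also: 0% = Hyamine 1622 control at 20 µM and 100% = untreated cell control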
# PTEN del growth – growth suppression of PTEN-null HCT116, primary screen, cell-based, CellTiter-Glo; HCT116 PTEN-null viability, 60 h; hits give low values; viability, % at 10 µM; 140,000 compounds, 1.2% hits;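 active = viability at or below a set limit, 4 SD under the median of all tested compounds, cut at about 3.7% in these data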;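 also: PTEN knockout HCT116 line with beta catenin targeted HCT116 as companion control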
# Measles CPE – compounds protecting cells from measles virus cytopathic effect, primary screen, measles RdRp inhibitor project, single point, MLSMR library, absorbance; Measles virus-infected cells, CPE protection; protection (pct of control), % at 4 µM; 140,000 compounds, 1.5% hits; AID 841, 2007; in the data active = protection mostly above about 24%, no sharp cut-off; inactive = mostly below about 26%; also: some compounds called inactive have numbers as strong as hits
# GALR2 blocker – GALR2 antagonists in receptor-expressing cells, primary screen. inhibition, % at 4 µM. antagonist mode. 140,000 compounds, 0.39% hits. Galanin receptor type 2 (Homo sapiens), O43603; in the data active = inhibition above about 27%;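 also: cells stimulated with galanin 1-16 at roughly its EC80; 0% = agonist challenge control and 100% = basal control without agonist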
# Target sequence (O43603 whole entry, looked up): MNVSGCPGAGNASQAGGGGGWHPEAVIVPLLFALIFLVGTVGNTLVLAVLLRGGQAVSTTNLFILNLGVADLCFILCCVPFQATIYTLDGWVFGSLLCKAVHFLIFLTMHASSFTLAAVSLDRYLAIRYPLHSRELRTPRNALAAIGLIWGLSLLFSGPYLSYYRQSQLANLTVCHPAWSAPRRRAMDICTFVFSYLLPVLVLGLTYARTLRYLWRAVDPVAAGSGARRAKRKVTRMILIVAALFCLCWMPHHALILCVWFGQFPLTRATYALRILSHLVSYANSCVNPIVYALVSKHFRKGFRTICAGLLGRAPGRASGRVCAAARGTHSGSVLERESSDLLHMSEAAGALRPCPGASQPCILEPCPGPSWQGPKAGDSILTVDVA
# The depositor's hits bear a star; . = no result given. Not all compounds are listed. The share of hits here may be higher or lower than overall.
SMILES,E-sel TNF inh,Phagocyt inh,Yeast life ext,Yeast growth inh,MRP1 act,NPY-Y2 antag,HCT116 bCat-KO,PTEN del growth,Measles CPE,GALR2 blocker
COC(=O)C(O)(c1ccc(NC(=S)NC(=O)c2ccccc2)cc1)C(F)(F)F (stereo not given),-39,-2,-4,-53,-0.8,1,91,90,22,-1
O=P(NS(=O)(=O)c1ccccc1)(Oc1ccccc1)Oc1ccccc1,.,-2,-2,-35,0.9,4,101,113,6,-23
Fc1cccc(CCNCc2ccccn2)c1,-20,-7,-12,-9,-3.9,3,99,100,7,2
CC(Oc1ccc(-c2ccccc2)cc1)C(=O)O (stereo not given),7,.,-7,-33,-1.5,5,90,92,1,0
CCn1nc(-c2ccccc2)nc2c(=O)n(C)c(=O)nc1-2,.,.,-14,100*,-1.1,4,0.7*,1.4*,5,95*
C=CCn1c(O)c(C(C)=Nc2ccc(N(C)C)cc2)c(=O)[nH]c1=O,-42,1,-9,-86,-1.6,0,96,84,1,-8
COc1cccc(Oc2c(C)oc3cc(OC(=O)N(C)C)ccc3c2=O)c1,-21,0,-7,-8,-1.6,4,102,102,23,2
c1ccc(Cn2ccnc2)cc1,.,.,9,-16,-1.6,0,93,93,31,2
CN(C)c1ccc(N=Cc2c(O)n(CCC3=CCCCC3)c(=O)[nH]c2=O)cc1,.,0,-5,-31,-5.3,1,89,91,15,-7
CN(C)C(=O)Oc1ccc(OC(=O)c2ccccc2)cc1,-10,0,-24,-33,8.2*,3,92,93,11,-12
CCCCn1c(O)c(C(CC)=Nc2cccc(C(=O)O)c2)c(=O)[nH]c1=O,5,-1,24,-22,-1.9,4,95,92,21,0
Cn1c(O)c(/C=C/C=Nc2ccccc2)c(=O)n(C)c1=O,.,-2,2,-43,0.1,1,84,94,6,-2
Cn1c(O)c(C=NC2C(=O)C3(C)CCC2C3(C)C)c(=O)n(C)c1=O (stereo not given),.,2,-7,4,-0.6,4,95,95,4,-3
Cc1ccc(-n2nc(C)cc2NC(=O)COc2cc(C)cc3oc(=O)c4c(c23)CCC4)cc1,15,-1,-17,-49,-3.6,0,81,89,6,12
CN(C)C(=O)Oc1cc(=O)n2c3c(cccc13)CCC2,.,-6,-1,-16,-2.3,0,96,101,17,-5
CCCCOC(=O)C1=C(N)OC2=C(C(=O)CC(C)(C)C2)[C@]12C(=O)N(C)c1ccccc12,-9,1,0,11,0.3,-1,97,97,29,11
CN(C)CC1CSCCC1(O)c1ccccc1 (stereo not given),13,.,.,-4,1.0,-1,95,110,11,3
COc1ccc(N=C2SCCCN2C)cc1,-4,.,.,-37,-0.5,4,96,98,5,-1
CSc1nnc(C2CCNCC2)n1C,11,10,6,-30,-1.8,4,92,90,7,-7
CN1C(=O)N(C)C(=O)C2(Cc3c(nc4ccccn4c3=O)N3CCc4ccccc4C32)C1=O (stereo not given),-15,0,1,-61,-1.2,2,96,94,40*,2
CC1(C)CC(=O)C(C2(O)C(=O)NC(=O)NC2=O)=C(O)C1,-58,0,-3,-28,0.1,1,98,92,11,2
c1cc2c(cc1CCNC1CCCCCC1)OCO2,32,.,.,-46,-4.1,1,82,99,18,2
C[N+]1(C)CCN(c2ccccc2)CC1,.,.,5,-35,-0.8,-3,92,98,10,8
O=C(c1ccc(CNS(=O)(=O)c2ccc(Br)cc2)cc1)N1CCC2(CC1)OCCO2,-2,-1,-2,-52,-0.4,0,86,89,12,0
COc1ccccc1CC1/C(=N/O)C2CCN1CC2 (stereo not given),-8,0,18,-42,1.0,-1,113,103,13,6
Cc1cccc(NP(=O)(Oc2ccccc2F)Oc2ccccc2F)c1C,18,-1,13,4,-3.3,12,88,74,2,-3
Cc1ccc2nc3c(cc2c1)CC1(C(=O)N(C)C(=O)N(C)C1=O)C1CCCCN31 (stereo not given),-6,1,-6,-21,5.8*,0,85,97,34*,9
COC(=O)C1C2c3ccccc3OC1(C)N=c1s/c(=C/c3cnn(C)c3)c(=O)n12 (stereo not given),-29,-2,2,-44,-0.9,3,91,92,13,3
COc1cc2c3cc1Oc1cc(ccc1O)C[C@@H]1c4c(cc(OC)c(O)c4Oc4ccc(cc4)C[C@H]3N(C)CC2)CCN1C,.,.,4,-41,-3.8,11,12,8,10,-1
CCN(CC)CCCN=Cc1c(O)n(Cc2ccc(F)cc2)c(=O)[nH]c1=O,.,-1,-3,-40,-0.7,1,95,104,8,-2
CCOC(=O)C1CCN(C=C2C(=O)N(C)C(=S)N(C)C2=O)CC1,.,-4,0,-39,-1.6,3,87,98,8,-3
CN1C(=O)N(C)C(=O)C2(Cc3cc(N)ccc3N3CCN(c4ccccc4F)CC32)C1=O (stereo not given),-27,0,-12,-15,-0.2,-1,101,100,28,4
Cn1c(O)c(C=NCCCC(=O)O)c(=O)n(C)c1=O,-41,0,-5,15,0.6,-2,96,91,1,1
Cc1ccccc1NC1=NCCCS1,0,-1,-7,-26,-4.3,3,95,94,9,-5
C=CCn1c(O)c(/C=N/N2CCCCC2c2cccnc2)c(=O)[nH]c1=S (stereo not given),6,-12,-7,-14,0.4,5,94,103,3,0
O=C1NC(=O)N(c2cccc(Cl)c2)C(=O)/C1=C\c1ccc(Sc2nc3ccccc3[nH]2)o1,.,-13,0,-3,-3.8,-1,76,74,13,4
COc1ccccc1CC1C(=O)C2CCN1CC2 (stereo not given),8,-3,-19,-26,-0.8,-1,85,94,5,0
Cc1[nH]c2ccccc2c1C1=CCNCC1,.,2,-6,-8,-1.9,1,74,78,5,-9
Cc1ccc(S(=O)(=O)NCC2CCC(C(=O)N3CCC4(CC3)OCCO4)CC2)cc1 (stereo not given),12,.,-6,-38,-1.4,-2,106,104,19,-2
CC(=O)c1c(C)n(CC2CCCO2)c2ccc(O)cc12 (stereo not given),6,0,-3,-25,-1.2,3,89,96,5,-4
C[N+]12CCC(CC1)C(=C(c1ccccc1)c1ccccc1)C2,12,2,3,-58,-1.1,2,92,91,10,0
Cc1noc(C)c1C(=O)N1CCC2(CC1)OCCO2,-23,0,-2,-2,-1.8,0,100,101,13,-5
Cc1[nH]c2ccccc2c1/C=N/O,-2,1,-19,-47,-4.0,-1,95,103,8,1
COc1ccc(/C=C2/C(=O)NC(=O)N(C3CCCCC3)C2=O)cc1CSc1ccccn1,-6,.,13,-37,-3.1,0,70,73,2,-6
C=Cn1ccnc1P(=S)(c1nccn1C=C)C1CCCCC1,-19,.,-2,6,0.3,1,92,98,11,-1
CCNc1nc2[nH]c(=O)c3c(c2s1)OC(N)=C(C#N)C3c1cccs1 (stereo not given),-1,-2,-3,-43,-1.0,2,90,92,22,-1
Cc1ccc(OCC(=O)N2CCN(C)CC2)c(Br)c1,2,-1,-16,-39,-1.6,3,85,95,3,-17
CC(NCc1ccc(Cl)c(Cl)c1)C(O)c1ccccc1 (stereo not given),19,-2,-2,3,-2.5,10,86,89,32,-4
COc1ccc(C(=O)C(C)(C)NO)cc1,18,-1,9,52*,-0.9,0,96,105,8,10
CCOC(=O)c1ccc(N2C(=O)CC(N3CC=C(c4ccc(F)cc4)CC3)C2=O)cc1 (stereo not given),1,10,-8,-25,-0.4,-2,104,104,2,6

# Another view of part of the listing above:
# Below each SMILES: E-sel TNF inh | Phagocyt inh | Yeast life ext | Yeast growth inh | MRP1 act | NPY-Y2 antag | HCT116 bCat-KO | PTEN del growth | Measles CPE | GALR2 blocker
Cc1[nH]c2ccccc2c1C1=CCNCC1
→ . | 2 | -6 | -8 | -1.9 | 1 | 74 | 78 | 5 | -9
Cc1ccc(S(=O)(=O)NCC2CCC(C(=O)N3CCC4(CC3)OCCO4)CC2)cc1 (stereo not given)
→ 12 | . | -6 | -38 | -1.4 | -2 | 106 | 104 | 19 | -2
CC(=O)c1c(C)n(CC2CCCO2)c2ccc(O)cc12 (stereo not given)
→ 6 | 0 | -3 | -25 | -1.2 | 3 | 89 | 96 | 5 | -4
C[N+]12CCC(CC1)C(=C(c1ccccc1)c1ccccc1)C2
→ 12 | 2 | 3 | -58 | -1.1 | 2 | 92 | 91 | 10 | 0
Cc1noc(C)c1C(=O)N1CCC2(CC1)OCCO2
→ -23 | 0 | -2 | -2 | -1.8 | 0 | 100 | 101 | 13 | -5
Cc1[nH]c2ccccc2c1/C=N/O
→ -2 | 1 | -19 | -47 | -4.0 | -1 | 95 | 103 | 8 | 1
COc1ccc(/C=C2/C(=O)NC(=O)N(C3CCCCC3)C2=O)cc1CSc1ccccn1
→ -6 | . | 13 | -37 | -3.1 | 0 | 70 | 73 | 2 | -6
C=Cn1ccnc1P(=S)(c1nccn1C=C)C1CCCCC1
→ -19 | . | -2 | 6 | 0.3 | 1 | 92 | 98 | 11 | -1
CCNc1nc2[nH]c(=O)c3c(c2s1)OC(N)=C(C#N)C3c1cccs1 (stereo not given)
→ -1 | -2 | -3 | -43 | -1.0 | 2 | 90 | 92 | 22 | -1
Cc1ccc(OCC(=O)N2CCN(C)CC2)c(Br)c1
→ 2 | -1 | -16 | -39 | -1.6 | 3 | 85 | 95 | 3 | -17
CC(NCc1ccc(Cl)c(Cl)c1)C(O)c1ccccc1 (stereo not given)
→ 19 | -2 | -2 | 3 | -2.5 | 10 | 86 | 89 | 32 | -4
COc1ccc(C(=O)C(C)(C)NO)cc1
→ 18 | -1 | 9 | 52* | -0.9 | 0 | 96 | 105 | 8 | 10

# New compounds follow:
SMILES,E-sel TNF inh,Phagocyt inh,Yeast life ext,Yeast growth inh,MRP1 act,NPY-Y2 antag,HCT116 bCat-KO,PTEN del growth,Measles CPE,GALR2 blocker
COc1ccc(-c2csc(NC(=O)COC(=O)Cc3ccccc3)n2)cc1OC,.,.,3,-44,0.0,3,94,103,22,12
CN1C(=O)C(=Cc2ccccc2Oc2ccc(Cl)cc2)C(=O)N(C)C1=O,.,0,36,10,-5.4,0,80,89,5,-2
COc1ccc(C2C(C(=O)N3CCC4(CC3)OCCO4)c3cc(OC)c(OC)cc3C(=O)N2C)cc1 (stereo not given),-24,0,-1,-17,-0.7,0,99,101,15,6
CCC1(CC)C(=N)N(C)C(=O)NC1=O,.,-11,3,-32,-1.1,0,94,102,6,-4
Cc1cccn2c(=O)c3cc(C(=O)N4CCC5(CC4)OCCO5)n(C)c3nc12,.,.,-17,-18,-3.2,10,14,13,5,6
